TSHR antag: Antagonists of the Thyroid Stimulating Hormone Receptor: HTS campaign | Thyrotropin receptor (Homo sapiens), P16473 | TSHR-expressing cells, TSH-stimulated cAMP HTRF, 2 h; stronger effect = lower value | activity change, negative = inhibition, % at 11.5 µM | hit rate 0.2% among 330,000 | AID 504810, 2011;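 active = activity change below a set negative limit, meaning inhibition stronger than a set level, cut at about -70% in these data; inconclusive = activity change between two set negative limits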; note: % is set by controls: 0 for no effect and ±100 for the full control effect
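TSHR-expressing cells were treated with compounds, then stimulated with TSH at EC80 (4nM final) for 2 hours at 37 deg C. Cellular cAMP was measured by HTRF competition between lysate cAMP and cAMP-d2 for a cryptate-labelled anti-cAMP antibody.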
B2AR arrestin: qHTS assay of beta-arrestin-biased ligands of beta2-adrenergic receptor; beta-arrestin recruitment to beta2AR, cell-based reporter; hit rate 0.02% among 330,000; Beta-2 adrenergic receptor (Homo sapiens), P07550; Potency, µM (series often up to 46.1 µM), for the others: at the top dose activation, usual class: activators;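 note: potency is the fitted concentration of half-maximal effect; 0% = DMSO controls and full agonism = EC100 isoproterenol or metaproterenol; nearly all actives have a fitted effect of over 65% in size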
Target sequence (P07550 whole entry, looked up): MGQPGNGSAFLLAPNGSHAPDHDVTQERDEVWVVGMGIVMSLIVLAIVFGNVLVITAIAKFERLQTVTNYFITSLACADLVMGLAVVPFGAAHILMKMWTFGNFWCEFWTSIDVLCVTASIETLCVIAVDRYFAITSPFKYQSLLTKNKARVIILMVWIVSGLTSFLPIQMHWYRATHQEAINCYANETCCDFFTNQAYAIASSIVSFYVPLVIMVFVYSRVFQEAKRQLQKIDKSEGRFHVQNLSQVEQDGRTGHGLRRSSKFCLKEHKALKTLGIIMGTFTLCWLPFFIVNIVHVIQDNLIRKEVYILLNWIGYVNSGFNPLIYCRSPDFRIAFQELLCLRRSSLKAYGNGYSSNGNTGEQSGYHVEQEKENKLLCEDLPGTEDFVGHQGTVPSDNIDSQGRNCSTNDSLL
USP2a inh: qHTS Assay for Inhibitors of Ubiquitin-specific Protease USP2a Using CHOP2 as the Reporter. USP2 core, Ub-CHOP2 coupled fluorogenic reporter, 485/531. Potency, µM (series often up to 38.3 µM), for inactives: top-dose activity change, negative = inhibition, hits mostly inhibitors. Ubiquitin carboxyl-terminal hydrolase 2 (Homo sapiens), O75604. hit rate 0.01% among 330,000;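 note: potency is the fitted concentration of half-maximal effect; plate controls were DMSO wells for no effect and full inhibition by NEM control for full effect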
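Cell-free coupled assay: 10nM USP2 core preincubated 30min RT with compound in Tris-HCl pH 8.0/CaCl2/CHAPS buffer, then 25nM Ub-CHOP2 and 25nM reporter substrate; fluorescence (Ex 485/Em 531) read after 60min RT, normalized to NEM inhibition, concentration-response curves fitted.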
Eya2 phos inh: qHTS Assay for Inhibitors of the Phosphatase Activity of Eya2. hit rate 0.006% among 330,000. recombinant Eya2, OMFP fluorescence dephosphorylation (OMFP is methylfluorescein phosphate). AID 488837, 2010. Protein phosphatase EYA2 (Homo sapiens), O00167. Potency, µM (titrated, usually from 76.9 µM), for the others: at the top dose activity, negative = inhibition, usual class: inhibitors; note: potency is the fitted concentration of half-maximal effect; % is set by controls: 0 for no effect and ±100 for the full control effect
Target sequence (O00167 whole entry, looked up): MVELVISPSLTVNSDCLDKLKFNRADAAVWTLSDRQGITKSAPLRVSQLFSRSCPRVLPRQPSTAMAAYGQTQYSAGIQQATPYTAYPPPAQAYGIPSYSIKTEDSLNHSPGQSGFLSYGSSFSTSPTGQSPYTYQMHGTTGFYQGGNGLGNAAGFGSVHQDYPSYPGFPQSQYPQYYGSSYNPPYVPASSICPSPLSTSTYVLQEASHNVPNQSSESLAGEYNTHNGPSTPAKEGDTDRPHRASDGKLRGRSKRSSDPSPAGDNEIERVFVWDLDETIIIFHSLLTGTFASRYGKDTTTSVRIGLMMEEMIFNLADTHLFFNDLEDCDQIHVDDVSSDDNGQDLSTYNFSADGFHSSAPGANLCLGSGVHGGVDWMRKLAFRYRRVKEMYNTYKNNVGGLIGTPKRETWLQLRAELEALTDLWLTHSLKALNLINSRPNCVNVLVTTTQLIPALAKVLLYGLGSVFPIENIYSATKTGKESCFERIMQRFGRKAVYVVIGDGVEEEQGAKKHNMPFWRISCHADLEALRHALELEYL
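Eya2 (0.2 uM) preincubated 10 min at ambient with compound, then OMFP substrate added at 50 uM; 10 min reaction in 50 mM HEPES pH 7.5, 50 mM NaCl, 5 uM MgCl2, 0.05% BSA, 1 mM DTT. Fluorescence read at Ex 485/Em 525 nm.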
uPA generation: qHTS for Inhibitors of Cell Surface uPA Generation; hit rate 0.31% among 330,000; cell surface uPA generation assay, qHTS; Potency, µM (highest dose often 38.3 µM), without a hit: top-dose activity change, negative = inhibition, usual class: inhibitors; AID 540303, 2011; active = well fitted inhibition curve with a large enough effect; inconclusive = small, poorly fitted or top-dose-only effect; inactive = no such curve, though single readings can be large or run the other way; tested in mouse RAW 264.7 cells; note: potency is the fitted concentration of half-maximal effect; % is set by controls: 0 for no effect and ±100 for the full control effect; nearly all actives have a fitted effect of over 55% in size
Tb PFK block: qHTS Assay to Find Inhibitors of T. brucei phosphofructokinase; ATP-dependent 6-phosphofructokinase (Trypanosoma brucei brucei), O15648; T. brucei PFK, ADP-Glo luminescence; Potency, µM (top dose mostly 57.5 µM), for inactives: at the top dose activity, negative = inhibition, most hits filed as inhibitors; hit rate 0.17% among 330,000; AID 485367, 2010;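 note: potency is the fitted concentration of half-maximal effect; 0% = uninhibited 1x PFK enzyme wells and -100% = no-enzyme wells; nearly all actives have a fitted effect of over 60% in size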
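Activity is normalized to no-enzyme wells (full inhibition) and 1.25 nM enzyme wells (no inhibition). Reaction: 0.5 mM F6P, 0.1 mM ATP, 45 min RT, ADP-Glo luminescence; concentration-response curves fitted and classed by quality.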
TCR activator: Activators of T cell receptors: qHTS campaign; primary human leukocytes, anti-CD3, IL-2 HTRF, 48 h; 330,000 tested, under 10 active; Potency, µM (doses to about 9.22 µM), for the others: at the top dose activation of IL-2 secretion, most hits filed as activators; note: % of control where 0% means no effect
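1) Mix primary human leukocytes, a-CD3 beads and compound. 2) Incubate 48 hr. 3) Add HTRF IL-2 reagents (a-IL-2-K, a-IL-2-d2).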
PTAP TSG101 blk: qHTS Assay for Iinhibitors of HIV-1 Budding by Blocking the Interaction of PTAP/TSG101. AID 493005, 2010. Fluorescence polarization, FITC-PTAP peptide / Tsg101 binding. Tumor susceptibility gene 101 protein (Homo sapiens), Q99816. Potency, µM (titrated, usually from 115 µM), inactives show at the highest dose activity change, negative = inhibition, usual class: inhibitors. 340,000 tested, under 10 active; active = well fitted inhibition curve with a large enough effect in the main read-out, with a control signal flat, not every such curve was filed as active; inconclusive = small, poorly fitted or top-dose-only effect, or effect the other way, or a change in a side signal; inactive = no such curve, though single readings can be large or run the other way; note: potency is the fitted concentration of half-maximal effect; % of control where 0% means no effect
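Steps: Tsg101 binding domain dispensed (10 uM final), compounds pinned in DMSO, FITC-labeled PTAP-motif peptide added (50 nM final); after 20 min binding at room temperature, polarization measured.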
Chronic BCR inh: qHTS Assay to Find Inhibitors of Chronic Active B-Cell Receptor Signaling; ABC-DLBCL IkBa-CBG/CBR reporter, luminescence ratio, 4 h; Potency, µM (titrated, usually from 46.1 µM), inactives show at the highest dose ratio change, negative = lower green/red ratio, hits mostly inhibitors; hit rate 0.05% among 340,000; AID 493014, 2011; active = well fitted inhibition curve with a large enough effect in the signal ratio, with a control signal flat, not every such curve was filed as active; inconclusive = small, poorly fitted or top-dose-only effect, or effect the other way, or a change in a side signal; the % refers to the signal ratio;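 note: potency is the fitted concentration of half-maximal effect; plate controls were basal doxycycline-induced cells for no effect and cells given 10 µM MG132 for full effect; MG132 reads +100%, hits lower the ratio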
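TMD8 ABC-DLBCL cells carrying doxycycline-inducible green luciferase fused to IkappaBalpha plus unfused red luciferase were exposed to compounds (up to 46 uM) for 4 hrs at 37C. Activity came from the overlap-corrected green/red luminescence ratio.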
ELG1 repair inh: qHTS screen for small molecules that inhibit ELG1-dependent DNA repair in human embryonic kidney (HEK293T) cells expressing luciferase-tagged ELG1 | HEK293T ELG1-luciferase reporter, luminescence, 16 h; DNA damage induced by 5-fluorouridine | Potency, µM (top dose mostly 46.1 µM), for inactives: at the highest dose activity change, negative = inhibition, actives largely listed as inhibitors | hit rate 2.3% among 330,000; note: potency is the fitted concentration of half-maximal effect; % is set by controls: 0 for no effect and ±100 for the full control effect; nearly all actives have a fitted effect of over 55% in size
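Step one: seed 2,000 cells per well. Step two: pin-transfer compound or DMSO alongside 5-fluorouridine. Step three: incubate 16 hr, 37 °C, 5% CO2. Step four: add ONE-Glo, wait 30 min, read luminescence.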
Mito fusion act: qHTS Assay for Small Molecule Inhibitors of Mitochondrial Division or Activators of Mitochondrial Fusion | hit rate 0.23% among 320,000 | S. cerevisiae fusion-defective mutant growth rescue, CellTiterGlo 48 h | Potency, µM (top dose mostly 46.1 µM), inactives show top-dose growth rescue (activation), usual class: activators;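 note: potency is the fitted concentration of half-maximal effect; % of control where 0% means no effect; nearly all actives have a fitted effect of over 45% in size; temperature-sensitive fusion mutants such as fzo1-1 at 37 °C on non-fermentable ethanol glycerol medium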
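Growth-rescue viability read-out: after 48 h at the non-permissive 37C in glycerol/ethanol YPEG, yeast mitochondrial fusion mutants are measured by CellTiterGlo luminescence; compounds (23 nl pinned per well) restoring growth score as division inhibitors or fusion activators.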
Active calls of the source: *; ? = inconclusive; . = no result given; [ ] = dose if it differs, or a comment. Unless noted, calls come from the whole dose curve; as a rule, active = well fitted curve in the direction sought with a large enough effect; inconclusive = small, poorly fitted or top-dose-only effect, or another doubt; inactive = no such curve, though single readings can be large; an effect the other way counts as inactive or inconclusive.

SMILES | TSHR antag | B2AR arrestin | USP2a inh | Eya2 phos inh | uPA generation | Tb PFK block | TCR activator | PTAP TSG101 blk | Chronic BCR inh | ELG1 repair inh | Mito fusion act
Cc1oc(-c2ccccc2F)nc1CS(=O)CC(=O)NCc1ccc(F)cc1 (configuration not stated) | 10 | -0.3% | 2% | 13% | 6% | 1% | -2% | -3% | 3% | -6% | -2%
COc1ccc(-c2csc(NC(=S)NC(=O)c3ccccc3)n2)cc1Br | -1 | -1.1% | -1% | -5% | -1% | -3% | 7% | 1% | 0% | ? | 3%
COc1ccccc1NC(=O)Nc1ccnn1C1CCCCC1 | -1 | -2.6% | 4% | 9% | 9% | 0% | 3% | -7% | 3% | ? | -1%
COc1ccc2[nH]c3c(c2c1)CCN1C(=O)C(CC(=O)NC/C=C(\C)CCC=C(C)C)C[C@H](C(=O)N2CCOCC2)[C@@]31CCC1CCCC1 (some centres not stated) | 69 | -0.5% | 0% | 6% | 14% | -3% | 11%[46.1 µM] | 2% | 0% | 20% | .
COc1ccccc1N1CCN(S(=O)(=O)c2ccc3c(c2)NC(=O)C(C)C(=O)N3)CC1 (configuration not stated) | 4 | -0.3% | 1% | -10% | -1% | -7% | -1% | -6% | ? | -1% | -1%
COc1ccc(NCc2cc3cc(OC)ccc3[nH]c2=O)cc1 | -18 | 0.1% | 3% | 14% | -20% | 0% | 2% | -5% | -1% | ? | -1%
O=C(CC1(O)C(=O)Nc2ccccc21)c1ccc(-n2cnnn2)cc1 (configuration not stated) | -4 | 0.1% | 1% | 14% | 5% | 3% | 6% | -7% | -3% | ? | 3%
COc1cc(/C=N/N2CCN(c3ccc(Cl)cc3)CC2)cc(OC)c1OC(C)=O | 2 | 0.1% | 1% | 3% | 2% | 1% | -7% | 1% | 2% | -13% | -3%
CCCCn1c(N)c(N(CC)C(=O)CSCc2ccc(C)cc2)c(=O)[nH]c1=O | 1 | -0.2% | 1% | 13% | 0% | -4% | -6% | -3% | 0% | 11% | -3%
Cc1ccc(-c2csc(NC(=S)NC(=O)c3cc4ccccc4o3)n2)cc1 | 4 | 0.0% | 4% | 1% | 0% | 0% | 4%[46.1 µM] | 0% | 3% | ? | -7%
CC(C)CC(COCc1ccc([N+](=O)[O-])cc1)N1CCN(C(=O)c2ccc(C(F)(F)F)cc2)CCC1=O (configuration not stated) | 12 | -2.2% | -4% | -5% | -9% | -1% | -6% | 0% | -12% | ? | 19%
N#Cc1ccc(OCC(=O)N2CCN(S(=O)(=O)c3cccs3)CC2)cc1 | -15 | 0.3% | 4% | -8% | 0% | -1% | 4% | -3% | -5% | ? | 4%
COc1cc(/C=C/C(=O)OCC(=O)NC(=O)NC(C)C)cc(S(=O)(=O)N2CCc3ccccc32)c1OC | -11 | 0.3% | 1% | -5% | -3% | 0% | -6% | -5% | -7% | ? | -1%
CC1CC(C)CN(c2ncnc3c2cnn3-c2ccc(Cl)cc2)C1 (configuration not stated) | -14 | -0.9% | -1% | -3% | 12% | -7% | 0%[46.1 µM] | -4% | ? | ? | 1%
COc1ccc(S(=O)(=O)N2CCOCC2)cc1NC(=O)Cn1nnc2ccccc2c1=O | 2 | 0.0% | 2% | -2% | -2% | -8% | 6% | -2% | 2% | -2% | -2%
O=C(NCCc1ccccc1)C(=O)N/N=C/c1ccc2c(c1)OCO2 | 11 | -0.3% | 1% | -5% | -1% | 5% | -55% | -2% | 6% | 0% | -2%
O=c1[nH]c2cc3c(cc2cc1CN(Cc1ccccc1)Cc1nnnn1Cc1ccco1)OCCO3 | -2 | -0.4% | -9% | 5% | 8% | -29% | -1% | 0% | ? | ? | 1%
NC(=O)CC(NC(=O)c1cccc(Br)c1)c1ccc(N2CCC(Br)CC2)c([N+](=O)[O-])c1 (configuration not stated) | -12 | 0.0% | 0% | 13% | -4% | 0% | -2% | -4% | 12% | -2% | -1%
CC1(C)CC(NC(=O)c2sc3cc(Cl)ccc3c2Cl)CC(C)(C)N1 | -7 | -0.4% | 11% | 8% | -2% | 7% | -5% | 0% | 2% | 9% | 2%
CCOC(=O)c1sc(=NC(=O)c2ccc(C)cc2)n(C)c1C | 19 | 0.7% | 6% | 6% | 0% | -2% | 0% | -3% | ? | ? | -7%
CC12CN3CC(C)(CN(C1)C3c1ccc([N+](=O)[O-])o1)C2=O (configuration not stated) | -6 | 0.4% | -1% | -18% | -4% | -6% | 2% | -7% | -1% | -2% | -3%
Cc1nc2cc(F)ccc2n1C1CCN(C(=O)c2c(F)cccc2F)CC1 | -16 | -0.1% | 3% | -2% | 0% | 1% | 7% | -2% | -5% | ? | 8%
CCc1ccc(-c2ccc3nnc(SCC(=O)NCC4CCCO4)n3n2)cc1 (configuration not stated) | 9 | 0.3% | 1% | -2% | -15% | 22% | 11% | -2% | -6% | ? | 1%
COc1ccc(-n2c(SCc3cccnc3)nc3c(c2=O)SCC3)cc1OC | 9 | 0.1% | -3% | 6% | 12% | 2% | 2% | -7% | ? | -3% | -6%
COc1ccc(Cl)cc1S(=O)(=O)N1CCN=C1c1ccccc1 | -7 | -0.5% | 0% | 12% | 4% | -10% | -1% | -4% | -6% | 0% | -1%
NS(=O)(=O)c1cccc(NC(=O)CN2CCN(Cc3ccc4c(c3)OCO4)CC2)c1 | 10 | -0.2% | 3% | 0% | 1% | -4% | 5%[46.1 µM] | -10% | -5% | -1% | -4%
O=C(/C=C/c1ccccc1[N+](=O)[O-])Nc1ccccc1 | 2 | -1.0% | -1% | -24% | -14% | -9% | -7% | 1% | ? | ? | 0%
Cc1cccc(NC(=O)CSc2nnc(NC(=O)CN3CCOCC3)s2)c1 | -10 | -0.1% | 0% | -1% | 0% | 3% | 2% | -1% | ? | -16% | -1%
O=C(CSc1nnc(-c2ccc(O)cc2)n1Cc1ccco1)N1CCc2ccccc2C1 | -7 | 0.1% | 2% | -13% | 5% | -2% | 2% | -7% | -1% | -9% | 3%
CCN1C(=S)SC(=O)C1=C1C=C(C)N(CCOC)C(C)=C1 | -14 | -0.1% | 0% | 7% | . | 2% | . | . | 1% | ? | 2%
CN(C)C(=O)c1ccc(Nc2nc(-c3cccs3)nc3ccccc23)cc1 | -9 | -0.2% | -9% | 12% | -5% | -9% | 6% | -3% | 3% | ? | -6%
Cc1cccc([C@@H]2[C@@H]3C(=O)N(Cc4ccccc4)C(=O)[C@@H]3[C@]3(Cc4ccccc4)C(=O)N(c4cccc(Cl)c4)C(=O)N23)c1 | -6 | 3.3% | -1% | 5% | 8% | -2% | -6% | -4% | ? | 18% | 4%
COc1ccc(CC2(CO)CCN(Cc3ccc(NC(C)=O)cc3)CC2)cc1 | 0 | -0.9% | 3% | -6% | -17% | 0% | 2% | -2% | ? | 23% | 1%
CC1=NN(C(N)=S)C(=O)C1N=Nc1ccc(O)cc1 (configuration not stated) | -18 | 0.0% | -2% | -5% | -15% | 4% | -1% | 2% | ? | 2% | -9%
O=C(Oc1ccc(C(=S)N2CCCCC2)cc1)c1ccccc1 | -24 | 0.3% | -1% | 0% | -4% | -13% | -8% | -1% | -1% | 4% | -6%
C(=NC12CN3CN(CN(C3)C1)C2)c1ccc2c(c1)OCO2 | 1 | -1.0% | 0% | -1% | . | -4% | -4% | -5% | ? | -2% | -3%

Bioassay records from PubChem.
